Screening data as filed in PubChem.
GAA glycogen = GAA glycogen-cleavage inhibition or activation. P10253. recombinant GAA, glycogen substrate, Amplex Red glucose oxidase fluorescence. Potency, µM (series often up to 76.4 µM), for the others: top-dose activity change, negative = inhibition, actives largely listed as inhibitors. 300,000 tested, 0.38% active; active = well fitted inhibition curve with a large enough effect; inconclusive = small, poorly fitted or top-dose-only effect, or another doubt; inactive = no such curve, though single readings can be large or run the other way;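 also: 0% = full enzyme reaction and -100% = no-enzyme basal signal; the screen sought inhibitors and activators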
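Recombinant enzyme (4 nM final) with compounds titrated up to 77 uM and bovine liver glycogen (30 ug) in citrate pH 5.0, 0.01% Tween-20, 37 C 40 min. Released glucose detected by Amplex Red/glucose oxidase (Ex 573/Em 610); AC50 from Hill fits.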
Lamin A splicing = modulators of lamin A splicing; HeLa LMNA splicing GFP/RFP minigene ratio, 48 h; Potency, µM (top dose mostly 46.1 µM), inactives show at the top dose ratio change, negative = inhibition, actives largely listed as inhibitors; 200,000 tested, 0.01% active; active = well fitted inhibition curve with a large enough effect in the signal ratio, with a control signal flat, not every such curve was filed as active; inconclusive = small, poorly fitted or top-dose-only effect, or effect the other way, or a change in a side signal; the % refers to the signal ratio
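Read-out is the ratio of GFP to DsRed2 object intensity, acquired by 488 nm laser-scanning cytometry on HeLa lamin A-EGFP minigene reporter cells. Compound incubation 48 hrs at 37 °C in Opti-MEM with 2% FBS; DMSO 0.5% final.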
The depositor's hits bear a star; & = joins results of further samples; [ ] = remark or other dose. Unless noted, % is scaled to controls: 0 for no effect and ±100 for the full control effect; potency is read from the fitted curve at half-maximal effect.

COc1ccc(N2CCN(C(=O)c3sc4nc5n(c(=O)c4c3C)CCC5)CC2)cc1 was read as GAA glycogen -13.1%[76.3 µM] and Lamin A splicing 7.1%[46 µM].
For CN(Cc1ccco1)S(=O)(=O)c1nnc(NC(=O)c2ccccc2)s1 the results were GAA glycogen -13.4%&17.6%[76.3 µM] and Lamin A splicing 10.8%[46 µM].
Cc1ccc(C(=O)N2c3ncnn3C3(CCCCC3)[C@@H]3CCCC[C@@H]32)cc1 was read as GAA glycogen -9.7%[76.3 µM] and Lamin A splicing -13.5%[46 µM].
CCCNC(=O)Cn1ncc2c3ccccc3n(CCC)c2c1=O was read as GAA glycogen -8.2%[76.3 µM] and Lamin A splicing 5.4%[46 µM].
Screening CCCn1c2ccccc2c2cnn(CC(=O)NCCN(CC)CC)c(=O)c21 returned GAA glycogen -2.6% and Lamin A splicing 2.5%[46 µM].
Cc1ccccc1OCC(=O)N1CCC(c2nc3ccccc3s2)CC1 was read as GAA glycogen 5.8%[76.3 µM] and Lamin A splicing 16.3%[46 µM].
Screening O=C(Cn1c(=O)c2cccn2c2ccccc21)Nc1cc(F)ccc1F returned GAA glycogen 6.5%[76.3 µM] and Lamin A splicing inconclusive.
Screening CN(C(=O)CSc1nc2ccc(NC(=O)c3ccccc3F)cc2s1)c1ccccc1 returned GAA glycogen -5.5%[76.3 µM] and Lamin A splicing inconclusive.
Cn1nnnc1SCCCNCc1cccc(OCc2ccccc2F)c1 was read as GAA glycogen 6.9%[76.3 µM] and Lamin A splicing -9.6%[46 µM].
For Cc1cc(C)c(NC(=O)Cn2cc(S(=O)(=O)Cc3ccccc3F)c3ccccc32)c(C)c1 the results were GAA glycogen 11.3%[76.3 µM] and Lamin A splicing inconclusive.
Screening Cc1c(Cl)cccc1-c1ccc(CNCCCSc2nnnn2C)o1 returned GAA glycogen 12.8%[76.3 µM] and Lamin A splicing -6.6%[46 µM].
CC(C)NC(=O)C1CCN(C(=O)N2CCOc3ccc(Cl)cc32)CC1 was read as GAA glycogen 17.3%[76.3 µM] and Lamin A splicing -11.1%[46 µM].
Screening CCC(Sc1nc2nccnc2c(=O)n1Cc1ccc(C)cc1)C(=O)NC1CCCCC1 (stereo not given) returned GAA glycogen 18.6%[76.3 µM] and Lamin A splicing 4.8%[46 µM].
COc1ccc(-n2cc(C(=O)NCc3ccccc3)c3ccccc3c2=O)cc1 was read as GAA glycogen 7.1%[76.3 µM] and Lamin A splicing -6.2%[46 µM].
`COc1ccc(CC(=O)Nc2ccc3nc(Nc4cccc(Cl)c4)cc(C)c3c2)cc1OC` gave GAA glycogen 6.6%[76.3 µM] and Lamin A splicing inconclusive.

Structural class, those above containing fluorine.
Screening O=C(Cn1c(=O)c2cccn2c2ccccc21)Nc1cc(F)ccc1F returned GAA glycogen 6.5%[76.3 µM] and Lamin A splicing inconclusive.
Screening CN(C(=O)CSc1nc2ccc(NC(=O)c3ccccc3F)cc2s1)c1ccccc1 returned GAA glycogen -5.5%[76.3 µM] and Lamin A splicing inconclusive.
Cn1nnnc1SCCCNCc1cccc(OCc2ccccc2F)c1 was read as GAA glycogen 6.9%[76.3 µM] and Lamin A splicing -9.6%[46 µM].
For Cc1cc(C)c(NC(=O)Cn2cc(S(=O)(=O)Cc3ccccc3F)c3ccccc32)c(C)c1 the results were GAA glycogen 11.3%[76.3 µM] and Lamin A splicing inconclusive.

Later entries.
Screening COc1ccc(N2CCN(C(=O)CCS(=O)(=O)c3cc4c(cc3Cl)NC(=O)CO4)CC2)cc1 returned GAA glycogen 19.8%[76.3 µM] and Lamin A splicing inconclusive.
`CC(NC(=O)CN1C(=O)c2cccnc2Oc2ccc(Cl)cc21)c1ccccc1` (stereo not given) gave GAA glycogen 11.7%[76.3 µM] and Lamin A splicing 2.1%[46 µM].
`COc1cccc(C(=O)Nc2ccc3nc(SCC(=O)N(C)c4ccccc4)sc3c2)c1` gave GAA glycogen -11.0%[76.3 µM] and Lamin A splicing 3.7%[46 µM].
Cc1cc(Br)ccc1NC(=O)c1sc2nc3n(c(=O)c2c1C)CCCC3 was read as GAA glycogen 23.2%[76.3 µM] and Lamin A splicing 12.0%[46 µM].
`O=C(COc1ccc(Cl)cc1)Nc1nnc(S(=O)(=O)N2CCCCCC2)s1` gave GAA glycogen -8.5%[76.3 µM] and Lamin A splicing inconclusive.
`CCCOc1ccc(C(=O)N2CCC(c3nc4ccccc4s3)CC2)cc1` gave GAA glycogen 6.2%[76.3 µM] and Lamin A splicing inconclusive.
Screening COc1ccc(Cn2c(SCc3ccc(C(=O)NC(C)C)cc3)nc3cccnc32)cc1 returned GAA glycogen 7.1%[76.3 µM] and Lamin A splicing -10.8%[46 µM].
For O=C(c1cccc([N+](=O)[O-])c1)N1c2nc(-c3ccco3)nn2C2(CCCCC2)[C@@H]2CCCC[C@@H]21 the results were GAA glycogen -5.1%[76.3 µM] and Lamin A splicing 9.2%[46 µM].
For COc1cccc(-c2cn3c(n2)sc2cc(C(=O)NCc4cccs4)ccc23)c1 the results were GAA glycogen -2.6%[76.3 µM] and Lamin A splicing 1.8%[46 µM].
`CSc1ncc(C(=O)N2CCN(c3ccc(F)cc3)CC2)c(C)n1` gave GAA glycogen 4.0%[76.3 µM] and Lamin A splicing 14.1%[46 µM].
O=C(Cn1cnc2c(nc3n2CCCCC3)c1=O)Nc1cccc(C(F)(F)F)c1 was read as GAA glycogen -25.0%&-9.2%[76.3 µM] and Lamin A splicing -5.2%[46 µM].
For CCc1ccc(NC(=O)Cn2ccn(-c3cccc(Cl)c3)c(=O)c2=O)cc1 the results were GAA glycogen 4.1%&0.3%[76.3 µM] and Lamin A splicing 19.9%[46 µM].
`CCOc1ccccc1CNC(=O)C1CCN(C(=O)N2CC(CC)Oc3ccc(C)cc32)CC1` (stereo not given) gave GAA glycogen 6.0%[76.3 µM] and Lamin A splicing 2.8%[46 µM].
`CCCn1c2ccccc2c2cnn(CC(=O)N(C)c3ccc(F)cc3)c(=O)c21` gave GAA glycogen -13.3%[76.3 µM] and Lamin A splicing -4.5%[46 µM].
`O=C(Cn1c(-c2cccs2)cc2cc(F)ccc21)N1CCN(c2ccccc2)CC1` gave GAA glycogen 3.6%[76.3 µM] and Lamin A splicing -9.0%[46 µM].
`CCC1CN(C(=O)N2CCC(C(=O)N3CCN(c4ccccc4F)CC3)CC2)c2ccccc2O1` (stereo not given) gave GAA glycogen -7.9%[76.3 µM] and Lamin A splicing -6.2%[46 µM].
For CCOC(=O)N1CCN(Cc2nc3cc(NC(=O)c4ccc(F)cc4)ccc3n2C(C)C)CC1 the results were GAA glycogen 12.6%[76.3 µM] and Lamin A splicing inconclusive.
Screening Cc1cc(C)c(NC(=O)c2cc3c(=O)n4ccccc4nc3n2C)c(C)c1 returned GAA glycogen -1.4%[76.3 µM] and Lamin A splicing 1.3%[46 µM].
Cc1cc(C)cc(NC(=O)C(=O)NCC(c2cccnc2)N2CCOCC2)c1 (stereo not given) was read as GAA glycogen -23.2%[76.3 µM] and Lamin A splicing -17.4%[46 µM].
For Cc1oc(-c2cccc(Cl)c2)nc1CSc1nc2ncccc2[nH]1 the results were GAA glycogen 10.2%[76.3 µM] and Lamin A splicing 15.4%[46 µM].
COc1ccc(Cn2ccn(Cc3cccc(OC)c3)c(=O)c2=O)cc1 was read as GAA glycogen 4.5%[76.3 µM] and Lamin A splicing inconclusive.
`Cc1ccc(Cl)cc1N1CCN(S(=O)(=O)c2ccc3[nH]c4c(c3c2)CCCC4)CC1` gave GAA glycogen -12.4%[76.3 µM] and Lamin A splicing 3.2%[46 µM].
O=C(Nc1ccc2nc(SCC(=O)N3CCCc4ccccc43)sc2c1)c1ccc(Cl)cc1 was read as GAA glycogen -2.3%[76.3 µM] and Lamin A splicing 4.3%[46 µM].
Cc1ccc(S(=O)(=O)c2cn(Cc3ccc(F)cc3)c3cc(N4CCCC4)c(F)cc3c2=O)cc1 was read as GAA glycogen 13.0%[76.3 µM] and Lamin A splicing inconclusive.
For COc1ccccc1CCNC(=O)CCn1c(=O)c2cccn2c2ccc(F)cc21 the results were GAA glycogen -6.9%&-2.0%[76.3 µM] and Lamin A splicing inconclusive.
COc1ccc(NC(=O)c2nn(C)c3c2CS(=O)(=O)c2ccccc2-3)cc1Cl was read as GAA glycogen 12.4%[76.3 µM] and Lamin A splicing 8.5%[46 µM].
`Cc1nn(-c2ccc(N3CCOCC3)nn2)c(C)c1CCC(=O)NCc1ccccc1F` gave GAA glycogen -6.3%[76.3 µM] and Lamin A splicing -16.2%[46 µM].
Cc1ccc(OCC(=O)Nc2ccc3nc(SCCOc4ccccc4)sc3c2)cc1 was read as GAA glycogen 4.4%[76.3 µM] and Lamin A splicing 8.7%[46 µM].
`COc1ccc(C(=O)Nc2ccc(-c3nnc4n3CCCCC4)cc2)cc1OC` gave GAA glycogen 16.5%[76.3 µM] and Lamin A splicing 0.4%[46 µM].
CCOc1ccc(C(=O)Nc2ccc(-c3nnc4n3CCCCC4)cc2)cc1OCC was read as GAA glycogen -3.0%[76.3 µM] and Lamin A splicing 5.5%[46 µM].
Cc1cc(Nc2ccccc2O)nc(C)n1 was read as GAA glycogen inconclusive and Lamin A splicing 3.0%[46 µM].
For Cc1c(Cl)cccc1NC(=O)N1CCC(CN2CCCC2)CC1 the results were GAA glycogen 12.7%[76.3 µM] and Lamin A splicing 6.9%[46 µM].
Screening CCOc1ccccc1NC(=O)c1cc(S(=O)(=O)N2CCOCC2)cn1C returned GAA glycogen 11.9%[76.3 µM] and Lamin A splicing 3.6%[46 µM].
Screening CN(C)CCN(C(=O)c1ccco1)c1nc2c(F)cc(F)cc2s1 returned GAA glycogen 15.2%[76.3 µM] and Lamin A splicing -18.4%[46 µM].
For CCOc1ccc(NC(=O)c2cnn3c2NC(c2cccc(OC)c2)=CC3c2ccccc2)cc1 (stereo not given) the results were GAA glycogen -3.4%[76.3 µM] and Lamin A splicing inconclusive.
Screening CCN(c1cc(C)cc(C)c1)S(=O)(=O)c1nnc(NC(=O)c2cccs2)s1 returned GAA glycogen 5.9%[76.3 µM] and Lamin A splicing -7.0%[46 µM].
Screening CC1CN(C(=O)N2CCC(C(=O)NCc3ccco3)CC2)c2cc(Cl)ccc2O1 (stereo not given) returned GAA glycogen 21.2%[76.3 µM] and Lamin A splicing 16.2%[46 µM].
`O=C(CCS(=O)(=O)c1cc2c(cc1Cl)NC(=O)CO2)NCc1ccccc1` gave GAA glycogen -6.2%&-5.2%[76.3 µM] and Lamin A splicing 22.5%[46 µM].
Screening Cc1ccc(C(=O)Nc2nnc(S(=O)(=O)N3CCN(c4ccc(F)cc4)CC3)s2)cc1 returned GAA glycogen 10.4%[76.3 µM] and Lamin A splicing inconclusive.
Screening CCS(=O)(=O)c1ncc(N(Cc2ccco2)Cc2sccc2C)c(C(=O)Nc2ccc(C)cc2C)n1 returned GAA glycogen 4.5%[76.3 µM] and Lamin A splicing inconclusive.
Screening CN(CC(=O)NCc1ccc(F)cc1)S(=O)(=O)c1ccc2[nH]c3c(c2c1)CCCC3 returned GAA glycogen -16.5%[76.3 µM] and Lamin A splicing inconclusive.
Screening Cc1ccc(CN(C(=O)c2ccc(C(C)(C)C)cc2)c2ccccn2)o1 returned GAA glycogen 6.2%[76.3 µM] and Lamin A splicing inconclusive.
Screening Cn1nnnc1SCCCNCc1cc(Cl)ccc1OCc1ccccc1F returned GAA glycogen 10.7%[76.3 µM] and Lamin A splicing -10.0%[46 µM].
For Cc1ccc(N(C)S(=O)(=O)c2nnc(NC(=O)c3ccco3)s2)cc1 the results were GAA glycogen -5.8%[76.3 µM] and Lamin A splicing -2.8%[46 µM].
Screening Cc1cccc(NC(=O)CSc2nnc(-c3cccs3)o2)c1 returned GAA glycogen 15.9%[76.3 µM] and Lamin A splicing inconclusive.
Screening O=C(C1CCN(c2ncnc3c2nc2n3CCCCC2)CC1)N1CCN(c2cccc(Cl)c2)CC1 returned GAA glycogen 2.3%[76.3 µM] and Lamin A splicing inconclusive.
Screening COc1ccc(OCc2ccc(-c3nc(C#N)c(N4CCC(C(N)=O)CC4)o3)o2)cc1 returned GAA glycogen -1.6%[76.3 µM] and Lamin A splicing 14.0%[46 µM].
Cc1ccc2c(c1)C(Cc1ccccc1F)C(=O)N2 (stereo not given) was read as GAA glycogen 2.3%[76.3 µM] and Lamin A splicing 9.3%[46 µM].
For CCCS(=O)(=O)N1CC(=O)N(c2ccc(C)cc2)C(C)(C(=O)NC2CCCCCC2)C1 (stereo not given) the results were GAA glycogen 3.7%[76.3 µM] and Lamin A splicing 6.2%[46 µM].
Screening CCS(=O)(=O)c1ncc(N(Cc2ccccc2)Cc2ccco2)c(C(=O)Nc2cccc(Cl)c2C)n1 returned GAA glycogen -3.3%[76.3 µM] and Lamin A splicing -5.0%[46 µM].
`CCC1CN(C(=O)NCc2ccc(F)cc2)c2ccccc2O1` (stereo not given) gave GAA glycogen 0.3% and Lamin A splicing 2.5%[46 µM].
`Cc1c(C(=O)N2CCC(c3nc4ccccc4s3)CC2)oc2ccc(Cl)cc12` gave GAA glycogen -7.6%[76.3 µM] and Lamin A splicing 0.8%[46 µM].
O=C(Nc1ccc2nc(SCC(=O)N3CCCC3)sc2c1)c1ccc(F)cc1 was read as GAA glycogen 10.1%[76.3 µM] and Lamin A splicing 16.4%[46 µM].

This is a subset (hit frequency here may not be typical).
